Source: PubChem BioAssay
NPY1 pot ag = potentiates or activates human NPY-Y1 receptor; AID 1304; activation, % at 3.6 µM; 220,000 compounds, 0.37% hits; NPY-Y1 expressing cells, potentiator/agonist activation; in the data active = activation above about 33%, passing the limit was not always enough;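 also: cells stimulated with NPY at EC10 then isoproterenol at EC100; 0% = low agonist plus stimulus and 100% = saturating agonist plus stimulus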
Target sequence (P25929 whole entry, looked up): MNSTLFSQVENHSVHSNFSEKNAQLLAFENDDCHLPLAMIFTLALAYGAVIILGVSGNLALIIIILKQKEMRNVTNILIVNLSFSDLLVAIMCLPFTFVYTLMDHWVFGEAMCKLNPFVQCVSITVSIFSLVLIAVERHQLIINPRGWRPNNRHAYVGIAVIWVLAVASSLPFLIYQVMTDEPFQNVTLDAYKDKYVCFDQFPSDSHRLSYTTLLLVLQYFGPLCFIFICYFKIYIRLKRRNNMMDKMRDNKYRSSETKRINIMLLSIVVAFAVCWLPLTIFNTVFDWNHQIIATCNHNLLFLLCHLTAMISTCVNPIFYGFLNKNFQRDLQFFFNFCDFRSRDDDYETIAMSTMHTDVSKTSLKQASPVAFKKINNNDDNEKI
S1P4 ag = activates the human S1P4 receptor; O95977; S1P4-expressing cell line, agonist reporter assay; activation, % at 4.98 µM; 220,000 compounds, 0.35% hits; AID 1509; in the data active = activation above about 11%;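 also: 0% = DMSO vehicle and 100% = reference agonist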
PGE2 EP2 inh = EP2 receptor (human) inhibition; P43116; AID 1422; inhibition, % at 25 µM; C6 glioma cells expressing human EP2, cAMP TR-FRET; cells stimulated with saturating PGE2; 260,000 compounds, 0.52% hits;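 active = percent inhibition above 40 after rounding to a whole number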;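 also: rat C6 glioma host cells with rolipram phosphodiesterase inhibitor present; the protocol text gives 20 µM as final concentration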
EP2 mod = EP2 receptor (human) modulation | P43116 | EP2-expressing cells, cAMP HTRF FRET, PGE2 co-stimulation | induction, % at 25 µM | 260,000 compounds, 0.83% hits | AID 940;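 active = compounds whose cAMP rise, as percent of the full-agonist control response, exceeds 60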;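 also: rat C6 glioma line stably carrying human EP2 under a CMV promoter; the protocol text gives 20 µM as final concentration; 100% = response of wells given 1 µM PGE2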
p97 inhibitor = inhibitors of human p97 ATPase. P55072. recombinant p97 ATPase, Kinase-Glo ATP luminescence, 3 h. inhibition, % at 8 µM. 220,000 compounds, 0.42% hits. AID 1481; in the data active = inhibition above about 15%;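 also: 0% = DMSO vehicle and 100% = wells lacking enzyme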
NPY Y1 blocker = NPY-Y1 (human) receptor antagonism; AID 1040; HEK293-CNG Y1 cells, membrane potential fluorescence; NPY at EC95, then isoproterenol; P25929; inhibition, % at 3.6 µM; 200,000 compounds, 1% hits;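 active = inhibition above the campaign mean inhibition of all tested compounds plus 3 SD, cut at about 20% in these data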;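 also: 0% = DMSO wells given NPY plus isoproterenol and 100% = isoproterenol alone without NPY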
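System: HEK293 cells with Y1 receptor plus CNG channel / Probe or stimulus: NPY 25 nM then isoproterenol 1 µM plus Ro 20-1724 25 µM / Compound: one concentration, 3.6 µM, in 0.4% DMSO / Schedule: compound incubation 1 h at room temperature, readout 45 min post-stimulation / Measured by: membrane potential fluorescence / Read-out: % inhibition of NPY effect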
NPY2 pot ag = human NPY-Y2 potentiation or agonism, primary screen; 220,000 compounds, 0.45% hits; P49146; activation, % at 3.6 µM; AID 1359; cells expressing NPY-Y2, potentiator/agonist read-out; in the data active = activation above about 27%;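 also: cells stimulated with NPY near EC25 plus isoproterenol at EC100; 0% = vehicle plus submaximal agonist and 100% = vehicle plus saturating agonist; some results beyond the cut were filed as inactive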
Target sequence (P49146 whole entry, looked up): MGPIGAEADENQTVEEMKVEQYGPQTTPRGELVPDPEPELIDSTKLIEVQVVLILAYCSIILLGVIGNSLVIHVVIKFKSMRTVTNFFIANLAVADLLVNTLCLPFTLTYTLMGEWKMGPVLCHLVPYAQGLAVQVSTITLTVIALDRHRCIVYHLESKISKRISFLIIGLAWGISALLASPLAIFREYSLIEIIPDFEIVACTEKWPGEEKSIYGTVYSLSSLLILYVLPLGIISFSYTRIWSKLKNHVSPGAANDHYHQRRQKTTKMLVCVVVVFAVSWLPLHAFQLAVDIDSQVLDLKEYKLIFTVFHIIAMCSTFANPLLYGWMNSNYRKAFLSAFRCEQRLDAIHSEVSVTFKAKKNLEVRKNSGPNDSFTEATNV
eIF4E 4G PPI = blocks eIF4E binding to eIF4G; P63073+Q04637; TR-FRET eIF4E-eIF4GI(517-606) binding, 2 h; inhibition, % at 21.7 µM; 220,000 compounds, 0.37% hits; AID 782;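 active = inhibition above about 30%, limit read from the data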;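 also: 0% = full FRET control wells and 100% = background wells lacking eIF4GI fragment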
S1P4 antagonist = human S1P4 receptor antagonism | O95977 | S1P4-expressing cells, antagonist mode, reporter read-out | inhibition, % at 4.98 µM | 220,000 compounds, 0.26% hits; in the data active = inhibition above about 29%;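 also: 0% = wells stimulated with agonist and 100% = vehicle wells without agonist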
Numbers without * were called inactive; nt = no result given; & = joins results of further samples; [ ] = another dose, or the depositor's remark. Some of the compounds tested; count on the stated rates, not on these rows.

no.	structure	NPY1 pot ag	S1P4 ag	PGE2 EP2 inh	EP2 mod	p97 inhibitor
1	CCCCC(=O)Nc1ccc2oc(-c3ccncc3)nc2c1	19	0.6	11	-8	1
2	CCCCCOC(=O)C1C(c2ccccc2)C(C(=O)O)C1c1ccccc1 (stereo not given)	-13	0.6	6	46	0
3	O=C(Nc1nc(-c2ccccc2)ns1)c1ccncc1	-2	0.1	4	-20	11
4	COc1cccc(OCCCCN2CC(C)OC(C)C2)c1 (stereo not given)	-16	1.0	10	2	1
5	Cc1ccc([N+](=O)[O-])cc1NC(=O)c1ccc(-c2ccccc2)cc1	-32	0.2	17	-3	0
6	CC(C)(C)NS(=O)(=O)c1ccc(CCC(=O)N2CCOCC2)cc1	-24	1.9	2&2	7&-14	-1
7	Cc1ccc(C)c(CSC2=NN3CCCC(=O)N=C3S2)c1	-1	-0.6	5	-12	-5
8	CCN(CC)CCN1C(=O)c2oc3ccccc3c(=O)c2C1c1ccccc1 (stereo not given)	7	0.2	5	-14	2
9	Cc1sc2ncnc(Sc3nnnn3-c3ccccc3)c2c1C	0	0.3	22	-1	2
10	CCOC(=O)CSc1nc2ccccc2c(=O)n1C1CCCC1	-6	-2.4	15	47	4
11	Cc1ccc(CN2CCN(c3ncccn3)CC2)o1	14	0.1	10	1	-2
12	Cc1ccc2nc(C)cc(Nc3ccc4c(c3)OCCO4)c2c1	-24	-2.2	17	6	3

no.	NPY Y1 blocker	NPY2 pot ag	eIF4E 4G PPI	S1P4 antagonist
1	-8	-8	55*	-24
2	7	-3	7	5
3	nt	14	-9	-10
4	-2	-5	0[fluorescence artefact?]	-9
5	19	-6	-44	-2
6	-3	-18	2	0
7	nt	-8	7	5
8	0	-2	-5	-7
9	6	-9	-15[fluorescence artefact?]	2
10	5	0	5	7
11	2	16	3[fluorescence artefact?]	-5
12	13	5	-5[fluorescence artefact?]	20

Four compounds drawn at random from the list so far, as already listed:
no.	structure	NPY1 pot ag	S1P4 ag	PGE2 EP2 inh	EP2 mod	p97 inhibitor
1	CCCCC(=O)Nc1ccc2oc(-c3ccncc3)nc2c1	19	0.6	11	-8	1
5	Cc1ccc([N+](=O)[O-])cc1NC(=O)c1ccc(-c2ccccc2)cc1	-32	0.2	17	-3	0
12	Cc1ccc2nc(C)cc(Nc3ccc4c(c3)OCCO4)c2c1	-24	-2.2	17	6	3
9	Cc1sc2ncnc(Sc3nnnn3-c3ccccc3)c2c1C	0	0.3	22	-1	2

no.	NPY Y1 blocker	NPY2 pot ag	eIF4E 4G PPI	S1P4 antagonist
1	-8	-8	55*	-24
5	19	-6	-44	-2
12	13	5	-5[fluorescence artefact?]	20
9	6	-9	-15[fluorescence artefact?]	2

Next section.
no.	structure	NPY1 pot ag	S1P4 ag	PGE2 EP2 inh	EP2 mod	p97 inhibitor
13	COc1cc(/C=N/NC(=O)Nc2ccccc2)ccc1OCCOc1ccccc1C	-8	-0.2	9	20	0
14	O=C(Nc1nnc(-c2ccc3c(c2)CCCC3)o1)c1ccccc1	-34	2.2	14	22	-10
15	CCCn1c(SCC(=O)c2ccc3c(c2)OCCO3)nc2c1c(=O)n(C)c(=O)n2C	-12	-0.4	6&6	1&-14	-2
16	Cc1nc2sc(C(N)=O)c(N)c2c2c1CCCC2	-26	-1.2	11	-8	1
17	Cc1ccc(-c2nc(N)sc2-c2ccccc2)cc1C	31	1.5	7	45	0
18	CC(C)(C)NC(=O)NC(=O)COC(=O)CNS(=O)(=O)/C=C/c1ccccc1	-6	-0.1	0	2	-4
19	C=C(C)c1ccc(C(C)(C)NC(=O)N2CCN(C)CC2)cc1	-12	-0.6	12	-18	-8
20	Cc1ccc(S(=O)(=O)N2CCC(=O)N(C(COCc3ccccc3)Cc3ccccc3)CC2)cc1 (stereo not given)	14	1.8	11	24	-9
21	COC(=O)c1cnc2c(c(C)nn2C)c1OC	5	-0.2	6	-1	-7
22	O=C(CN1C(=O)C2CCCCC2C1=O)OCC(=O)c1ccc(Cl)s1 (stereo not given)	-1	1.0	10	-9	9
23	COc1cc2c(cc1OC)-c1cc(NC3CCCCCCC3)nc(=O)n1CC2	-65	1.1	15	32	2
24	CCOC(=O)c1c(C)n(C)c2ccc(OCC(N)=O)cc12	0	-1.6	12	8	6

no.	NPY Y1 blocker	NPY2 pot ag	eIF4E 4G PPI	S1P4 antagonist
13	-3	-6	-3	-31
14	10	-18	3	31*
15	2	-15	-5	-10
16	nt	-25	-4	5
17	-10	22	17	-13
18	0	10	1	-10
19	2	-6	3	-5
20	-10	12	-8	-17
21	nt	-9	0	-4
22	-1	-3	1	-12
23	64*	-54	4	-6
24	-4	-8	0	-6

Following part:
no.	structure	NPY1 pot ag	S1P4 ag	PGE2 EP2 inh	EP2 mod	p97 inhibitor
25	Cc1ccc(SCC(=O)Nc2cccc(NC(=O)c3ccco3)c2)cc1	-16	1.4	8	-65	0
26	COc1ccc(CCn2c(C)cc3c(c2=O)C(c2ccc4c(c2)OCO4)C(C#N)=C(N)O3)cc1OC (stereo not given)	12	-1.1	11	44	6
27	O=C(COCC(=O)Nc1cccc(C(F)(F)F)c1)Nc1cccc(C(F)(F)F)c1	9	-3.6	10	14	2
28	COc1ccccc1N1CCN(C(=O)C2CCC(Cn3c(=S)[nH]c4ccccc4c3=O)CC2)CC1 (stereo not given)	2	0.7	2	-25	5
29	Cc1nc(Nc2ccccc2)sc1C(=O)Nc1ccccc1	26	2.0	16	-22	6
30	CCCCCCC(=O)Nc1nc(C)c(-c2csc(Nc3ccccc3OC)n2)s1	5	-0.7	18	8	8
31	Cc1ccc(Nc2nnc(SCC(=O)Nc3ccccc3[N+](=O)[O-])s2)cc1	13	1.1	7	-9	0
32	CC(C)c1ccc(Nc2cnn(C34CC5CC(CC(CC(=O)O)(C5)C3)C4)c(=O)c2Cl)cc1	15	1.1	4	-5	4
33	O=C(NC1CCCCC1)n1c(=O)oc2ccccc21	-5	1.9	12	1	2
34	O=C1c2ccccc2CCC12N=NCC2c1ccc(Br)cc1 (stereo not given)	-39	-0.8	4	40	-2
35	CCOc1cc(N2CCOCC2)c(OCC)cc1NS(=O)(=O)c1ccc(Cl)s1	-3	0.5	19	-11	-10
36	CC(/C=C/c1ccco1)=N/NC(=O)c1ccc(C)nc1	4	0.4	4	-30	3

no.	NPY Y1 blocker	NPY2 pot ag	eIF4E 4G PPI	S1P4 antagonist
25	6	-7	-1	-3
26	6	4	5	10
27	-6	27	3	0
28	6	6	1	1
29	nt	11	-3	-6
30	32*	3	-4	-7
31	2	12	3	-11
32	-4	-6	2	-20
33	3	-6	4	-16
34	2	6	4	1
35	5	4	1	-19
36	nt	2	-6	6

The results go on.
no.	structure	NPY1 pot ag	S1P4 ag	PGE2 EP2 inh	EP2 mod	p97 inhibitor
37	COc1ccccc1N1CCN(C(=O)Cn2c(=O)[nH]c3ccsc3c2=O)CC1	3	0.9	1	-7	1
38	CCc1nnc(NC(=O)CCN2C(=O)c3ccccc3S2(=O)=O)s1	-7	0.2	7	6	4
39	Cc1ccc(S(=O)(=O)N(CC(=O)NCc2ccco2)C2CCCCC2)cc1	-17	0.8	7&5	13&23	-8
40	CC(C)(C)OC(=O)C(Cl)(C(=O)OC(C)(C)C)c1ccc2nnnn2n1	2	2.0	5	22	5
41	O=C(O)CSc1nnc(SCc2cccc3ccccc23)s1	-34	-3.6	6	-11	1
42	Nc1nnnn1/N=C/c1ccc(N2CCCCC2)c([N+](=O)[O-])c1	29	-0.4	1	-3	1
43	CCn1cc(C2=NC(C)(C)CO2)c2ccccc21	13	1.7	6	7	0
44	Cc1c(N=Cc2ccc[nH]2)c(=O)n(-c2ccccc2)n1C	-17	-1.3	11	-4	1
45	COc1cc(S(=O)(=O)N2CCN(C(=O)c3ccccc3)CC2)c(OC)cc1Br	13	-2.1	9	-5	4
46	CSc1nc(C)cc(-n2ccc(=O)[nH]c2=O)n1	-14	0.6	8	2	-3
47	COCCNC(=O)c1ccc2c(c1)nc(C)n2-c1cccc(F)c1	11	1.9	13	-6	0
48	CSc1nc(N)nc(-c2cccs2)c1C#N	-8	0.6	5	-15	3

no.	NPY Y1 blocker	NPY2 pot ag	eIF4E 4G PPI	S1P4 antagonist
37	-1	0	0[fluorescence artefact?]	5
38	-3	0	-2[fluorescence artefact?]	4
39	2	1	2[fluorescence artefact?]	-13
40	2	5	-1	2
41	3	-28	-4	-15
42	-1	9	1	-7
43	0	-12	-6[fluorescence artefact?]	-5
44	-10	5	-3	-10
45	0	-23	0	5
46	4	0	0[fluorescence artefact?]	-18
47	2	-12	1[fluorescence artefact?]	-9
48	-3	-3	0	-23

In the list so far, these have a COOH group.
no.	structure	NPY1 pot ag	S1P4 ag	PGE2 EP2 inh	EP2 mod	p97 inhibitor
2	CCCCCOC(=O)C1C(c2ccccc2)C(C(=O)O)C1c1ccccc1 (stereo not given)	-13	0.6	6	46	0
32	CC(C)c1ccc(Nc2cnn(C34CC5CC(CC(CC(=O)O)(C5)C3)C4)c(=O)c2Cl)cc1	15	1.1	4	-5	4
41	O=C(O)CSc1nnc(SCc2cccc3ccccc23)s1	-34	-3.6	6	-11	1

no.	NPY Y1 blocker	NPY2 pot ag	eIF4E 4G PPI	S1P4 antagonist
2	7	-3	7	5
32	-4	-6	2	-20
41	3	-28	-4	-15

(cont.)
no.	structure	NPY1 pot ag	S1P4 ag	PGE2 EP2 inh	EP2 mod	p97 inhibitor
49	Cc1cccn2c(=O)c3cc(C(=O)NC4CCS(=O)(=O)C4)sc3nc12 (stereo not given)	3	-1.3	nt	12	1
50	CCC1CCCCN1C(=O)Cn1nc([N+](=O)[O-])c(Cl)c1C (stereo not given)	-2	-2.0	6	8	-5
51	Cc1ccc(C)c(NC(=S)NC2CC3CCCC(C2)N3CC(C)C)c1 (stereo not given)	-12	-1.7	5	-2	2
52	c1ccc2c(c1)CNc1ccccc1C2	-1	-1.3	5&8	23&2	1
53	CN(c1ccccc1C(=O)O)S(=O)(=O)c1ccc2c3c(cccc13)C(=O)N2	2	0.7	15	-4	6
54	O=C(NC1CCCCC1)N1CCN(c2ncccn2)CC1	9	1.4	11	12	0
55	Cn1c(=S)n(/N=C/c2cccs2)c2ccccc21	14	-0.3	6	59	5
56	COC(=O)c1ccccc1NC(=O)C(=O)NCC1CCCO1 (stereo not given)	-5	0.3	1	-2	6
57	C=CCn1c(C)c(C(C)=O)cc(NC(=O)c2ccccc2)c1=O	7	0.9	8	-21	-1
58	COc1ccc(N=Cc2c(C)[nH][nH]c2=O)cc1	-4	3.0	5	12	4
59	CC1CCC(N2CCN(c3ncccn3)CC2)CC1 (stereo not given)	-13	-0.7	5	15	0
60	COc1ccc(-c2cc(C(=O)O)no2)cc1	12	-0.3	12&5	-10&5	4
61	COC(=O)c1ccc(COc2ccc(/C=N/NC(N)=S)cc2)o1	15	0.1	9	-18	4

no.	NPY Y1 blocker	NPY2 pot ag	eIF4E 4G PPI	S1P4 antagonist
49	-4	-10	4	-12
50	-2	1	-2	-5
51	11	2	-3	-7
52	14	1	-5	-1
53	7	1	18	-2
54	2	-5	-2[fluorescence artefact?]	-8
55	nt	-20	1	-3
56	-2	12	-3	-2
57	3	0	-4	0
58	3	3	2	-10
59	0	-8	-9[fluorescence artefact?]	-18
60	1	-8	-3	-44
61	nt	3	-1	-12
